# FUS yeast rescue: rescues growth of FUS-expressing yeast; S. cerevisiae FUS-expressing, growth rescue, OD600, 24 h; Potency, µM (series often up to 76.6 µM), without a hit: top-dose growth rescue (activation), most hits filed as activators; 390,000 tested, 0.24% active; AID 1347120;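 further: potency means the concentration at half of the fitted maximal effect; plate controls were DMSO vehicle for no effect and reference control for full effect; nearly all actives have a fitted effect of over 55% in size; some results filed as inactive show a strong effect at the top dose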
#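 Compound concentration series was pinned onto galactose-induced FUS-expressing yeast seeded at OD 0.005. Plates sat 24hr at 30C; absorbance at 600 nm gave growth. DMSO served as background control.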
# IL-2 act: activators of IL-2; IL-2 activation reporter assay, cell-based qHTS; stimulated with anti-CD3/CD4/CD28 beads; in transgenic mouse T cells; activation, % (series mostly up to about 46 µM); 360,000 tested, 0.065% active; AID 652025; in the data active means activation above about 50%; inconclusive means mostly about 30% to 49%; further: 0% is about no effect
#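 Quantitative HTS in unstimulated transgenic mouse T cells, with memory T cells as non-tolerant control and PMA/ionomycin as tolerance-bypass control. Compound pretreatment lasted 60 minutes before 18 h bead stimulation; EGFP/DsRed fluorescence read.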
# PI5P4K alpha inh: blocks human PI5P4K alpha kinase activity; max response, %; P48426; PI5P4Kalpha enzyme, ADP-Glo luminescence, 60 min; active compounds read low; 330,000 tested, 1.2% active; active means max response of -50% or lower; inconclusive means between -30% and -50%; inactive means -30% or higher; further: value at the top dose of about 77 µM; on the % scale 0 is the no-effect control and ±100 the full control effect
#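 Luminescence from ADP-Glo served as readout of PI5P4Kalpha activity in a qHTS format. Reaction: enzyme, substrate, compound, ATP at 5 microM final, 60 min at RT.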
# Abeta rescue: A-beta toxicity reversal in yeast; Potency, µM (highest dose often 46.1 µM), for the others: at the top dose growth rescue, most hits filed as activators; yeast expressing A-beta42, growth rescue, OD600, 48 h; response scale: 0% DMSO, 100% iron-clioquinol control; AID 1347071; 410,000 tested, 0.063% active; further: potency means the concentration at half of the fitted maximal effect; nearly all actives have a fitted effect of over 55% in size
#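 Yeast A-beta toxicity model in growth medium with pinned compounds, 48 h at 30 C; growth read as absorbance at 600 nm. Normalized to FeCl3/clioquinol equimolar mix (positive) and DMSO (negative).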
# aSyn yeast inh: alpha-synuclein toxicity inhibition in yeast. Yeast expressing alpha-synuclein, growth rescue, BacTiter-Glo, 24 h. Potency, µM (titrated, usually from 46.1 µM), for inactives: top-dose growth rescue (activation), hits mostly activators. 370,000 tested, 0.14% active; further: potency means the concentration at half of the fitted maximal effect; % of control where 0% means no effect; nearly all actives have a fitted effect of over 65% in size
#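 Galactose-induced alpha-syn yeast (OD600=0.02, raffinose-pregrown) + pinned cpd, 24 hr, 30 deg C; growth by BacTiter-Glo luminescence. Growth restoration scores as activation.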
# EPAC1 ag: activates human EPAC1 exchange factor; O95398; Potency, µM (titrated, usually from 154 µM), for the others: top-dose activation, hits mostly activators; EPAC1 agonist qHTS, biochemical assay; response scale: 100% = response to 6.5 mM cAMP; AID 720707; 360,000 tested, 0.073% active; further: potency means the concentration at half of the fitted maximal effect; nearly all actives have a fitted effect of over 60% in size
# Target sequence (O95398 whole entry, looked up): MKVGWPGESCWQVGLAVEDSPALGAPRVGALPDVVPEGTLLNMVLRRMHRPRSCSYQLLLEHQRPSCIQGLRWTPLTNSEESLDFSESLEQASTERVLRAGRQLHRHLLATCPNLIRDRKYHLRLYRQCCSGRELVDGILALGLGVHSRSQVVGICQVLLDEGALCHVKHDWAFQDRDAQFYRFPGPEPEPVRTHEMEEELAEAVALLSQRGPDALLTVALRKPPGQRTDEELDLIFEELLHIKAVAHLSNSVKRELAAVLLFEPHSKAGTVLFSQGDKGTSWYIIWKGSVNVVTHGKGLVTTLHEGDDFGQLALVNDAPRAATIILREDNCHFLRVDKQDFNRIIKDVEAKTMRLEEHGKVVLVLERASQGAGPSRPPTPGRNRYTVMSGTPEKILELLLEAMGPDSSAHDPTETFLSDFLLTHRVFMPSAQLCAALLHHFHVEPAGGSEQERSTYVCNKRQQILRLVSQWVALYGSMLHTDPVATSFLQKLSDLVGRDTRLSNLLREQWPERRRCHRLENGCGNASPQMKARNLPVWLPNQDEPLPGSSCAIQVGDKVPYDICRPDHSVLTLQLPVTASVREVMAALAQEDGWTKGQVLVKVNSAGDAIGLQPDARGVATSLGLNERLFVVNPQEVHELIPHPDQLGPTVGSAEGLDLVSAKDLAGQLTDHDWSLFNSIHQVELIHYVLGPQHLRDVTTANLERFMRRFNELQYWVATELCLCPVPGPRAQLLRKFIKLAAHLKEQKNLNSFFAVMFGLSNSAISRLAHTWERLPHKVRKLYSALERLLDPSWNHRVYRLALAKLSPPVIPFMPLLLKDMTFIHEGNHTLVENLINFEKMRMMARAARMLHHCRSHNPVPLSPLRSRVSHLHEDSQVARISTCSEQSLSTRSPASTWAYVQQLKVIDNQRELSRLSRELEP
#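 Read-out is the fluorescence drop as BODIPY-GDP leaves Rap1B (480 nm excitation, 540 nm emission), recorded every 5 minutes over 30 minutes. Reactions held 100 nM EPAC1, 250 nM Rap1B–BODIPY-GDP and 50 uM GDP, with 6.5 mM cAMP setting full activation.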
# PLK1 PBD inh: inhibitors of human PLK1 polo-box domain binding; 360,000 tested, 2.8% active; P53350; Potency, µM, for the others: max response, negative = inhibition, hits mostly inhibitors; AID 720504; Plk1 PBD binding of FITC phosphopeptide, fluorescence polarization; further: potency means the concentration at half of the fitted maximal effect; series mostly up to about 57 µM; on the % scale 0 is the no-effect control and ±100 the full control effect; nearly all actives have a fitted effect of over 65% in size
# WRN helicase inh: blocks human WRN helicase | WRN helicase unwinding, fluorescent forked duplex, kinetic | Q14191 | Potency, µM (top dose mostly 114 µM), for the others: top-dose activity change, negative = inhibition, hits mostly inhibitors | 360,000 tested, 0.46% active; further: potency means the concentration at half of the fitted maximal effect; on the % scale 0 is the no-effect control and ±100 the full control effect; nearly all actives have a fitted effect of over 55% in size
#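 Primary qHTS, 1536-well format. 20 nM WRN + compound, 15 min RT; start with 100 nM forked fluorophore/quencher duplex, 2 mM ATP (final); kinetic read ex 525/em 598 nm.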
# EPAC1 antagonist: EPAC1 (human) antagonism; 360,000 tested, 0.14% active; Potency, µM (doses to about 115 µM), for the others: at the highest dose activity change, negative = inhibition, usual class: inhibitors; EPAC1 GEF assay, Rap1b-BODIPY-GDP exchange fluorescence; O95398;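 further: potency means the concentration at half of the fitted maximal effect; plate controls were vehicle for no effect and positive control for full effect; nearly all actives have a fitted effect of over 50% in size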
# * marks the source's active call; other numbers are inactive results; ? = inconclusive; nt = no result given; [ ] = dose if it differs, or a comment. Unless noted, the call rests on the fitted dose curve; in most records, active means well fitted curve in the direction sought with a large enough effect; inconclusive means small, poorly fitted or top-dose-only effect, or another doubt; inactive means no such curve, though single readings can be large; an effect the other way counts as inactive or inconclusive.
SMILES,FUS yeast rescue,IL-2 act,PI5P4K alpha inh,Abeta rescue,aSyn yeast inh,EPAC1 ag,PLK1 PBD inh,WRN helicase inh,EPAC1 antagonist
Cc1ccc(CSCC(=O)N2CCCC2)cc1,-4%,1.0,4,-24%,0%,1%,-6%,2%,3%
O=C(NC(=S)NC1CCSC1=O)c1cccc([N+](=O)[O-])c1 (configuration not stated),11%,-3.5,-6,6%,-2%,7%,-8%,6%,19%
CCC(CO)NC1=C([N+](=O)[O-])C(=O)CC(C)(C)C1 (configuration not stated),nt,1.1,-3,17%,3%,-2%,-10%,2%,-2%
O=C(NCCCN1CCOCC1)c1ccc2c(c1)N(Cc1ccccc1F)C(=O)c1ccccc1S2=O (configuration not stated),6%,-1.3,1,-16%,1%,-19%,-5%,8%,9%
COCc1cccc(-c2csc(C(C)(NC(C)=O)c3ccc(OC)cc3)n2)c1 (configuration not stated),8%,-0.6,-7,-3%,-10%,-5%,-10%,-2%,-1%
Nc1ccc(-n2nncc2-c2ccc(Cl)cc2)cc1,15%,-0.2,nt,12%,-1%,10%,-15%,-1%,5%
CCn1cc(C(=O)O)c(=O)c2cc(F)c(N3CCN(C(=S)NC(=O)c4ccccc4Cl)CC3)cc21,-7%,0.6,1,5%,0%,-4%,?,4%,5%
Cc1nn2c(-c3ccc(Cl)cc3)ccnc2c1-c1ccccc1,-42%,1.7,-3,-19%,-4%,1%,-4%,10%,2%
COc1ccc(OC)c(C(C(=O)NC2CCCCC2)N(Cc2ccco2)C(=O)c2ccccn2)c1 (configuration not stated),21%,4.0,-7,13%,-1%,24%,9%,-1%[11.6 µM],13%
CCNc1ncnc2[nH]ncc12,-15%,-0.3,0,-8%,15%,4%,6%,3%,7%
CCOc1ccccc1-n1c(=S)sc2c(=O)n(-c3ccc(C)cc3)c(=S)[nH]c21,12%,2.8,-22,2%,5%,10%,6.7µM*,0%,-3%
Cc1ccc(S(=O)(=O)N2CCC(C(=O)NCC3CCCO3)CC2)cc1 (configuration not stated),31%,0.3,nt,3%,-3%,6%,-2%,3%,1%
O=[N+]([O-])c1cccc(-c2ccc(/C=N/NC(=S)NCc3ccco3)o2)c1,-8%,0.7,-13,-11%,0%,10%,-10%,-12%,-5%
O=C(CC1NC2CCCCC2NC1=O)Nc1ccc2c(c1)OCO2 (configuration not stated),14%,-3.4,nt,26%,0%,2%,1%,1%,16%
CCOC(=O)C1(C(C)(C)CC)CC(CSc2nc3ccccc3[nH]2)OC1=O (configuration not stated),33%,0.4,5,-8%,19%,10%,-13%,-18%,-20%
Cc1ccc(S(=O)(=O)N(CC(=O)N(C)C)c2cccc([N+](=O)[O-])c2)cc1,-18%,-1.3,-8,-2%,3%,9%,-2%,5%,5%
Cc1cc(C)n(-c2nc3sc4c(c3c3nnc(SC(C)C)n23)CC(C)(C)OC4)n1,19%,4.8,0,-2%,2%,0%,-6%,-11%,21%
O=C(CNc1cc(S(=O)(=O)N2CCOCC2)ccc1N1CCCC1)Nc1ccc(Cl)cc1F,2%,-4.4,3,1%,1%,14%,-3%,-15%,6%
CCCN1C(C)C(C(=O)OCC)=CN(Cc2cccc(I)c2)S1(=O)=O (configuration not stated),26%,-0.5,7,-3%,1%,6%,-3%,-7%,-13%
CC(=O)C(Cc1ccccc1)NC(=O)COc1ccc2c(c1)OCO2 (configuration not stated),7%,1.5,-1,20%,?,3%,2%,-3%,-1%
CCN(CC(=O)Nc1ccccc1OC)C(=O)C1CCCC1,nt,-4.9,-5,2%,-5%,7%,2%,7%,9%
COC(OC)c1ccc(C#N)c(SCc2ccccc2)n1,6%,-0.7,0,30%,-2%,-2%,5%,-8%,-18%
O=S1(=O)[C@H]2C[C@H](CO)O[C@@]2(CO)CN1Cc1ccc(-c2ccc(F)cc2)cc1,-2%,-0.5,-1,1%,-1%,-4%,-2%,-1%,?
O=C(COC(=O)/C=C/c1ccccc1)NC1CCCCC1,nt,-6.3,-3,2%,-11%,-4%,5%,4%,7%
Cc1cccc(C2CC(c3ccccc3)Nc3nc(N)nn32)c1 (configuration not stated),7%,-1.3,3,17%,-5%,7%,-7%,2%,-9%
O=Cc1cc2cc3c(cc2nc1Cl)OCCO3,-11%,1.7,0,1%,3%,1%,5%,9%,-14%
CCC1(CC)Cc2ccccc2-c2nc(CN3CCOCC3)[nH]c(=O)c21,23%,-1.1,2,16%,1%,-4%,-10%,2%,-3%
CN(Cc1c(F)cccc1Cl)C(=O)COC(=O)Cn1cnc2ccccc2c1=O,-23%,-0.9,0,-10%,4%,-4%,0%,13%,7%
COc1ccccc1CN1CC(C(=O)NCc2ccc(SC)cc2)CCC1=O (configuration not stated),23%,-0.9,3,0%,3%,-26%,-6%,-10%,1%
CC(C)OCCCNc1ncnc2c1cnn2-c1ccccc1,nt,-2.6,-8,5%,0%,-3%,-3%,-11%,2%
CC(CCc1ccccc1)NC(=O)c1ccccc1C(=O)O (configuration not stated),6%,1.0,-3,7%,9%,11%,-16%,1%,15%
CCCn1c(O)c(C=Nc2ccccc2)sc1=S,-2%,1.5,15,-1%,2%,-10%,-10%,-5%[57.1 µM],3%
COc1ccc(CN(C(=O)c2cc(=O)c3ccccc3o2)C2CCS(=O)(=O)C2)cc1 (configuration not stated),-2%,-2.9,0,-6%,-1%,15%,-11%,0%,8%
CN1CCn2c1nc(N1CCOCC1)nc2=O,-9%,0.5,0,-1%,0%,-6%,-29%,7%,11%
Cc1ccc(O)c(CNc2ccc(S(=O)(=O)Nc3nccs3)cc2)c1,38%,2.3,-23,0%,-3%,3%,?,-19%,-15%
O=C(CCn1cnc2ccccc2c1=O)Nc1ccc2c(c1)OCCO2,4%,1.3,-4,3%,-8%,0%,-3%,-6%[57.1 µM],13%
O=C(NCc1ccc2c(c1)OCO2)c1sccc1Br,-3%,-0.2,-7,12%,16%,-7%,-14%,2%,-16%
O=C(CSc1nc2[nH]c(=O)cc(O)c2s1)Nc1cccc(Br)c1,20%,0.0,?,-28%,-6%,-18%,-19%,0%,-5%
CN(C)c1ccc(C(C(=O)NC2CCCCC2)N(Cc2ccco2)C(=O)c2snc(C(N)=O)c2N)cc1 (configuration not stated),15%,-1.6,-5,-12%,2%,4%,-10%,0%,-16%
Cc1cc(-c2csc(N)n2)c(C)n1Cc1ccccc1,13%,-5.2,-11,-16%,-6%,-6%,-21%,12%,-5%
CSc1ccc(/C=C(\NC(=O)c2ccccc2)C(=O)NN)cc1,?,-2.1,5,-9%,-7%,13%,-11%,5%,-24%
CCCn1c(=O)c2ccccc2n2c(SCC(=O)c3cc(C)n(CCOC)c3C)nnc12,3%,2.2,nt,3%,-1%,12%,-3%,-8%,11%
O=C(Nc1ccc2c(c1)OCCO2)C1CCN(S(=O)(=O)c2ccccc2)CC1,12%,0.1,0,7%,6%,6%,-5%,-2%,10%
CC1=NN(c2ccc(Cl)cc2)C(=O)C1C(c1cccc(O)c1)c1c(C)[nH]n(-c2ccc(Cl)cc2)c1=O (configuration not stated),38%,-0.1,-4,9%,-14%,2%,5.3µM*,?,?
CCCn1c(SCC(=O)NC2CCCCC2)nnc1C1CC1,3%,1.3,-4,12%,0%,-6%,-8%,-13%,-15%
C/C(=C\C(=O)Nc1cscc1C)C(=O)O,-8%,0.4,7,-61%[inhibitor],19%,9%,-7%,-9%,-7%
COc1ccc(NC(=O)c2ccccc2O)c(OC)c1,11%,5.9,nt,-15%,-19%,-1%,-5%,-3%,-2%
CC1=C(C)C(=O)N(c2ccccn2)C1=O,-19%,0.2,4,2%,3%,2%,-3%,0%,-1%
CCSc1nnc(N)s1,29%,-2.4,nt,-12%,-2%,8%,-10%,7%,-6%
C[C@@H]1CN([C@@H](C)CO)C(=O)CCCn2nncc2CO[C@@H]1CN(C)S(=O)(=O)c1ccccc1C#N,19%,-0.5,-5,0%,1%,-9%,-19%,-3%,-8%
O=C(N/N=C1\CCCc2ccccc21)c1ccc([N+](=O)[O-])cc1,-3%,-0.8,nt,7%,0%,3%,2%,1%,7%
O=C(CCCN1C(=O)S/C(=C\C=C\c2ccccc2)C1=O)Nc1ccc(O)cc1,11%,0.8,-6,-10%,10%,18%,-8%,-4%,?
O=C(CNC(=O)c1ccccc1F)NCC(c1cccs1)N1CCOCC1 (configuration not stated),-26%,-0.2,-8,-4%,4%,-18%,-1%,14%,-1%
CN(C)CCOC(=O)NCC12CC3CC(CC(C3)C1)C2,-10%,-0.8,-5,8%,17%,-1%,-1%,12%,16%
O=C(NCc1ccco1)c1cc2n(n1)C(C(F)(F)F)CC(c1ccc(Cl)c(Cl)c1)N2 (configuration not stated),20%,-1.4,-4,1%,-9%,3%,-3%,-7%,-7%
O=C(NN1C(=O)/C(=C/c2ccc(O)c([N+](=O)[O-])c2)SC1=S)c1ccccc1Cl,30%,-5.0,-79*,-9%,0%,-12%,-25%,?,?
CCCCNC(=O)OCC(CC)NC(=O)OCC(C)C (configuration not stated),18%,-3.1,1,18%,-5%,-2%,-5%,4%,20%
ClCc1nnc(-c2ccccc2)o1,5%,-0.6,1,-27%,-11%,7%,-4%,5%,-15%

# Printed as active in PLK1 PBD inh, of those listed so far:
SMILES	PI5P4K alpha inh	EPAC1 ag	PLK1 PBD inh	WRN helicase inh	EPAC1 antagonist
CCOc1ccccc1-n1c(=S)sc2c(=O)n(-c3ccc(C)cc3)c(=S)[nH]c21	-22	10%	6.7µM*	0%	-3%
CC1=NN(c2ccc(Cl)cc2)C(=O)C1C(c1cccc(O)c1)c1c(C)[nH]n(-c2ccc(Cl)cc2)c1=O (configuration not stated)	-4	2%	5.3µM*	?	?
